High-throughput results from PubChem BioAssay.
VLA-4 inh: inhibition in human VLA-4 binding assay, primary screen, VLA-4 allosteric modulator project, MLPCN library, flow cytometry, VLA-4 expressing cells; Integrin alpha-4 (Homo sapiens), P13612; ligand binding flow cytometry; inhibition, % (about 7 µM as worked out from the volumes in the protocol); hit rate 0.2% among 330,000; AID 2557, 2010; in the data active = inhibition above about 50%
MEX-5 binding: MEX-5 zinc finger RNA-binding disruptors – biochemical, C. elegans, fluorescence polarization, MLPCN library, primary screen. Zinc finger protein mex-5 (Caenorhabditis elegans), Q9XUB2. hit rate 0.38% among 300,000. activity score (negative = inhibition of binding), % at 10 µM. MEX-5/FITC-TCR2 RNA binding; stronger effect = lower value;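 active = inhibition past about -25% in most replicates, and total fluorescence under double the plate's negative control median, limit read from the data; inconclusive = replicates evenly split on the limit, or fluorescence at least double controls; inactive = too little inhibition in most replicates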;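 note: 0% = DMSO and -100% = 5 µM competing unlabeled TCR2 RNA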
CIT2-GFP yeast: modulators of CIT2-GFP expression in yeast, primary screen, S. cerevisiae, GFP fusion, multiplex flow cytometry, MLPCN library; S. cerevisiae CIT2-GFP strain, 3 h; 100 means same as DMSO wells; GFP response vs DMSO, % at 10 µM; hit rate 0.065% among 320,000; AID 2029, 2009;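 active = GFP response relative to DMSO above a set limit, near the screen mean plus 3 SD, cut at about 150% in these data; inconclusive = Fewer than 70 cells measured for a yeast strain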;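 note: ratio of well median GFP fluorescence to mean of DMSO wells on the plate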
MCL1 BIM primary: inhibitors of MCL1 binding to BIM-BH3, primary screen, biochemical, fluorescence polarization; AID 2057, 2009; Induced myeloid leukemia cell differentiation protein Mcl-1 (Homo sapiens), Q07820; inhibition, % at 10.9 µM; hit rate 0.68% among 320,000; GST-MCL1 / FITC-Bim-BH3 fluorescence polarization;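 active = inhibition above the mean inhibition of all tested compounds plus 3 SD, set per campaign, cut at about 40% in these data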;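 note: 0% = DMSO wells and 100% = unlabeled Bim-BH3 peptide control; higher means more loss of mP so more displacement of Bim peptide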
GRK2 aptamer HTS: compounds blocking aptamer binding on GRK2 – biochemical, human GRK2, bead flow cytometry, HTS, primary screen | inhibition of aptamer binding, % at 10 µM | Beta-adrenergic receptor kinase 1 (Homo sapiens), P25098 | FAM-aptamer displacement from GRK2 | hit rate 0.59% among 330,000;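 active = inhibition of aptamer binding above 40%, roughly 3 SD of noise, on plates passing a quality check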;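 note: median bead fluorescence of bound FAM aptamer so fluorescent compounds give negative values; no value below 0 was filed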
Target sequence (P25098 whole entry, looked up): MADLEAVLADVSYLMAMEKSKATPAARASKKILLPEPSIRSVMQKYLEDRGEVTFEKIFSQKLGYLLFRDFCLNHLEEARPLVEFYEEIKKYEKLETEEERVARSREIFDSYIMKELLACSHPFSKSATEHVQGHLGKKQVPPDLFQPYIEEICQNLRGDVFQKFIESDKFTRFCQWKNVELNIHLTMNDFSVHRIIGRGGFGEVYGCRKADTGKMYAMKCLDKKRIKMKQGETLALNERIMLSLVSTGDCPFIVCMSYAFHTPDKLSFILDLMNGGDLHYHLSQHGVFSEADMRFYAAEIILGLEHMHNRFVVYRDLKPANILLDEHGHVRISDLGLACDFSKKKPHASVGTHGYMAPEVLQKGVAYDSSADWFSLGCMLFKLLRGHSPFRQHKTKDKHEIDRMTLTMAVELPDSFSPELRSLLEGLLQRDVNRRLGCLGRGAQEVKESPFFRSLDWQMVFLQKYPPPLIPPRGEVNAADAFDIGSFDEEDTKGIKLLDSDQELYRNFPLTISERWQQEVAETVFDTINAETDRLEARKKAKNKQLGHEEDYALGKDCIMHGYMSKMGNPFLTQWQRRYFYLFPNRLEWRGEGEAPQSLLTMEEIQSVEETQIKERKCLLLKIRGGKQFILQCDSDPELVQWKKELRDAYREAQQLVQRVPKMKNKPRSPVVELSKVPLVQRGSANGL
GLD-1 TGE inh: GLD-1/TGE RNA complex disruptors, primary screen, biochemical, fluorescence polarization; Female germline-specific tumor suppressor gld-1 (Caenorhabditis elegans), Q17339; purified GLD-1 + fluorescein TGE RNA; inhibition, % at 5.96 µM; hit rate 0.44% among 320,000; AID 2280, 2010;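 active = percent inhibition above a per-plate cutoff, the plate mean of test compounds plus 3 SD, cut at about 30% in these data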;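 note: 0% = DMSO wells with GLD-1 and probe and 100% = wells lacking GLD-1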
Bcl-xL primary: inhibitors of human Bcl-xL, primary screen, biochemical, fluorescence polarization, HTS; hit rate 0.7% among 320,000; Bcl-2-like protein 1 (Homo sapiens), Q07817; GST-Bcl-xL / FITC-Bim BH3 peptide fluorescence polarization; AID 2129, 2009; inhibition, % at 10.9 µM;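 active = inhibition above the mean of all tested compounds plus 3 SD, cutoff set per campaign, cut at about 30% in these data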;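 note: 0% = DMSO wells and 100% = unlabeled Bim-BH3 peptide competitor; inhibitors lower millipolarization by displacing the labeled peptide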
Target sequence (Q07817 whole entry, looked up): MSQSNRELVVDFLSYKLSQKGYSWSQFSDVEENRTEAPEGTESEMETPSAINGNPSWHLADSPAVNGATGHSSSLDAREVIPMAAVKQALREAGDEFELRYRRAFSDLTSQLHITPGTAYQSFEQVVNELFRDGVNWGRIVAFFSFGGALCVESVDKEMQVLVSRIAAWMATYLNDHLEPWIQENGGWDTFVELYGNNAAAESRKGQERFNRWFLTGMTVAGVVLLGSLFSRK
CR mimetic SO: reduction of superoxide in aged yeast, primary screen, HTS; S. cerevisiae aged cells, superoxide DHE fluorescence; stronger effect = lower value; superoxide response (% of plate mean), % at 10 µM; hit rate 0.18% among 330,000;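 active = superoxide response under a set limit, about three screen SD below normal, cut at about 65% in these data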;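 note: yeast aged for seven days with compound at 30 °C before DHE staining; 100% = average MFI of all compound-treated wells on the plate with controls excluded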
AGP1-GFP MLPCN: modulators of AGP1-GFP expression in yeast TOR pathway, primary screen, cell-based, multiplex flow cytometry, S. cerevisiae, MLPCN library; AID 2066, 2009; hit rate 0.02% among 320,000; GFP response vs DMSO, % at 10 µM; 3 h; GFP as percent of DMSO wells;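 active = GFP response relative to DMSO above a set limit, near screen average plus 3 SD, cut at about 150% in these data; inconclusive = fewer than 70 cells counted for the yeast strain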;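 note: median GFP channel fluorescence of the gated AGP1 strain per well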
Active calls of the source: *.

What do the screens show for `CCCSc1nc(N2CCOCC2)c2c(c1C#N)CC(C)(C)SC2`?
VLA-4 inh: 11; MEX-5 binding: -1.1; CIT2-GFP yeast: 88; MCL1 BIM primary: -8; GRK2 aptamer HTS: 4; GLD-1 TGE inh: -11; Bcl-xL primary: 2; CR mimetic SO: 108; AGP1-GFP MLPCN: 96

Results for CN(C(=O)COc1ccc([N+](=O)[O-])cc1)C1CCS(=O)(=O)C1 (stereo not given) ?
VLA-4 inh: 14; MEX-5 binding: -0.8; CIT2-GFP yeast: 91; MCL1 BIM primary: 3; GRK2 aptamer HTS: 7; GLD-1 TGE inh: 6; Bcl-xL primary: 4; CR mimetic SO: 95; AGP1-GFP MLPCN: 85

What do the screens show for `COc1ccccc1CNC(=O)N1CCN(S(=O)(=O)c2ccc(Cl)cc2)CC1`?
VLA-4 inh: 9; MEX-5 binding: 1.6; CIT2-GFP yeast: 107; MCL1 BIM primary: 5; GRK2 aptamer HTS: 2; GLD-1 TGE inh: 3; Bcl-xL primary: 6; CR mimetic SO: 97; AGP1-GFP MLPCN: 113

How did C/C(CC(=O)Nc1ccc(Cl)c(C(F)(F)F)c1)=N\NC(N)=S do in these assays?
VLA-4 inh: 1; MEX-5 binding: -2.7; CIT2-GFP yeast: 93; MCL1 BIM primary: 16; GRK2 aptamer HTS: 0; GLD-1 TGE inh: 2; Bcl-xL primary: 6; CR mimetic SO: 101; AGP1-GFP MLPCN: 105

What do the screens show for `COc1ccc(-c2sc3cc4c(cc3c2C#Cc2cncn2C)OCO4)cc1`?
VLA-4 inh: 9; GRK2 aptamer HTS: 2; GLD-1 TGE inh: 4; CR mimetic SO: 119

What do the screens show for `COc1ccc(-c2cc3nc(C)c(CCC(=O)NCc4ccc(F)cc4)c(C)n3n2)c(OC)c1`?
VLA-4 inh: 0; MEX-5 binding: -0.8; CIT2-GFP yeast: 102; MCL1 BIM primary: -4; GRK2 aptamer HTS: 0; GLD-1 TGE inh: -2; Bcl-xL primary: 1; CR mimetic SO: 113; AGP1-GFP MLPCN: 101

Results for CCOC(=O)COc1ccc(Br)cc1/C=C\c1[nH]c(=O)[nH]c(=O)c1[N+](=O)[O-] ?
VLA-4 inh: 3; MEX-5 binding: 3.3; CIT2-GFP yeast: 103; MCL1 BIM primary: 10; GRK2 aptamer HTS: 3; GLD-1 TGE inh: -2; Bcl-xL primary: 6; CR mimetic SO: 110; AGP1-GFP MLPCN: 101

How did CCOc1ccc(C(=O)COc2ccc(NC(C)=O)cc2)cc1 do in these assays?
VLA-4 inh: 12; MEX-5 binding: -2.0; CIT2-GFP yeast: 104; MCL1 BIM primary: -1; GRK2 aptamer HTS: 3; GLD-1 TGE inh: -3; Bcl-xL primary: -1; CR mimetic SO: 99; AGP1-GFP MLPCN: 103

How did O=C(CCC(=O)Nc1ccccc1)NNC(=O)c1ccccc1Cl do in these assays?
VLA-4 inh: 3; MEX-5 binding: 0.1; CIT2-GFP yeast: 92; MCL1 BIM primary: -2; GRK2 aptamer HTS: 0; GLD-1 TGE inh: -3; Bcl-xL primary: 0; CR mimetic SO: 118; AGP1-GFP MLPCN: 98

How did O=S(=O)(NCC(c1ccco1)N1CCCCC1)c1cccc(C(F)(F)F)c1 (stereo not given) do in these assays?
VLA-4 inh: 7; CIT2-GFP yeast: 98; MCL1 BIM primary: 13; GRK2 aptamer HTS: 2; GLD-1 TGE inh: -2; Bcl-xL primary: 6; CR mimetic SO: 92; AGP1-GFP MLPCN: 106

How did COc1ccc(Nc2nc(N)nc(CSc3nc(C)cc(C)n3)n2)cc1 do in these assays?
VLA-4 inh: -2; MEX-5 binding: -0.5; CIT2-GFP yeast: 112; MCL1 BIM primary: 2; GRK2 aptamer HTS: 3; GLD-1 TGE inh: 2; Bcl-xL primary: 8; CR mimetic SO: 106; AGP1-GFP MLPCN: 93

Results for CCOC(=O)C(C)n1cnc2c(nnn2Cc2ccc(C)cc2)c1=O (stereo not given) ?
VLA-4 inh: -3; MEX-5 binding: 0.1; CIT2-GFP yeast: 94; MCL1 BIM primary: 0; GRK2 aptamer HTS: 0; GLD-1 TGE inh: 3; Bcl-xL primary: -1; CR mimetic SO: 99; AGP1-GFP MLPCN: 100

How did CCOc1cc(Br)ccc1S(=O)(=O)NCc1ccccc1 do in these assays?
VLA-4 inh: 1; MEX-5 binding: 2.7; CIT2-GFP yeast: 95; MCL1 BIM primary: 9; GRK2 aptamer HTS: 5; GLD-1 TGE inh: 6; Bcl-xL primary: 0; CR mimetic SO: 110; AGP1-GFP MLPCN: 95

Results for Cc1onc(-c2ccccc2Cl)c1C(=O)NCc1nc(-c2ccc(C(F)(F)F)cc2)no1 ?
VLA-4 inh: -4; MEX-5 binding: 1.4; CIT2-GFP yeast: 91; MCL1 BIM primary: 3; GRK2 aptamer HTS: 0; GLD-1 TGE inh: -2; Bcl-xL primary: 0; CR mimetic SO: 106; AGP1-GFP MLPCN: 97

How did COCCOC(=O)c1c(C)nc(SCC(=O)Nc2ccc(C)cc2)c(C#N)c1-c1ccco1 do in these assays?
VLA-4 inh: 14; MEX-5 binding: -3.3; CIT2-GFP yeast: 101; MCL1 BIM primary: 2; GRK2 aptamer HTS: 1; GLD-1 TGE inh: -6; Bcl-xL primary: 4; CR mimetic SO: 95; AGP1-GFP MLPCN: 103

What do the screens show for `COc1cccc([C@@H]2CC=C(C(=O)O)[C@H](c3ccccc3F)N2S(=O)(=O)c2ccc(C)cc2)c1`?
VLA-4 inh: 10; CIT2-GFP yeast: 115; MCL1 BIM primary: 8; GRK2 aptamer HTS: 3; GLD-1 TGE inh: -1; Bcl-xL primary: 1; CR mimetic SO: 102; AGP1-GFP MLPCN: 90

How did CCc1nc(NCc2ccccc2)c(C#N)c2c1CCCC2 do in these assays?
VLA-4 inh: 10; MEX-5 binding: -1.0; CIT2-GFP yeast: 95; MCL1 BIM primary: 0; GRK2 aptamer HTS: 1; GLD-1 TGE inh: 8; Bcl-xL primary: 1; CR mimetic SO: 119; AGP1-GFP MLPCN: 94

Results for CCOc1ccc(-n2c(C)nc3cc(C(=O)NCc4ccc5c(c4)OCO5)ccc32)cc1 ?
VLA-4 inh: 5; MEX-5 binding: 2.3; CIT2-GFP yeast: 97; MCL1 BIM primary: -4; GRK2 aptamer HTS: 2; GLD-1 TGE inh: -2; Bcl-xL primary: -10; CR mimetic SO: 104; AGP1-GFP MLPCN: 100

Results for Cc1ccc(NC(=O)C2CCN(S(=O)(=O)c3ccc(Cl)c(C(F)(F)F)c3)CC2)nc1 ?
VLA-4 inh: 9; MEX-5 binding: 0.9; CIT2-GFP yeast: 102; MCL1 BIM primary: 1; GRK2 aptamer HTS: 0; GLD-1 TGE inh: 7; Bcl-xL primary: 1; CR mimetic SO: 103; AGP1-GFP MLPCN: 101

What do the screens show for `O=C(NCCN1CCN(c2ccccc2)CC1)Nc1ccccc1Br`?
VLA-4 inh: 10; MEX-5 binding: 0.5; CIT2-GFP yeast: 120; GRK2 aptamer HTS: 0; CR mimetic SO: 102; AGP1-GFP MLPCN: 106

Results for COc1ccc(CNC(=O)CC23CC4CC(CC(C4)C2)C3)cc1OC ?
VLA-4 inh: 9; MEX-5 binding: 0.5; CIT2-GFP yeast: 103; MCL1 BIM primary: 5; GRK2 aptamer HTS: 0; GLD-1 TGE inh: 1; Bcl-xL primary: 5; CR mimetic SO: 95; AGP1-GFP MLPCN: 98

What do the screens show for `CCOC(=O)Cn1nc(C)n(-c2ccc(Cl)cc2)c1=O`?
VLA-4 inh: 6; MEX-5 binding: -2.3; CIT2-GFP yeast: 103; MCL1 BIM primary: 1; GRK2 aptamer HTS: 0; GLD-1 TGE inh: -2; Bcl-xL primary: 4; CR mimetic SO: 107; AGP1-GFP MLPCN: 92

Results for COc1c(OC(C)=O)c(=O)n2c3ccccc3c3ccnc1c32 ?
VLA-4 inh: 4; MEX-5 binding: 2.6; CIT2-GFP yeast: 93; MCL1 BIM primary: 6; GRK2 aptamer HTS: 0; GLD-1 TGE inh: 0; Bcl-xL primary: 4; CR mimetic SO: 89; AGP1-GFP MLPCN: 24

What do the screens show for `CCOC(=O)N1CCN(C(=O)c2cn(C)c3ccc(S(=O)(=O)N(C)C4CCCCC4)cc3c2=O)CC1`?
VLA-4 inh: 12; MEX-5 binding: 2.2; CIT2-GFP yeast: 100; MCL1 BIM primary: -9; GRK2 aptamer HTS: 0; GLD-1 TGE inh: 3; Bcl-xL primary: 3; CR mimetic SO: 105; AGP1-GFP MLPCN: 101

How did Cc1cccc2c1CC(C)(C)N/C2=C\C(N)=O do in these assays?
VLA-4 inh: -6; MEX-5 binding: -2.7; CIT2-GFP yeast: 101; MCL1 BIM primary: -3; GRK2 aptamer HTS: 2; GLD-1 TGE inh: 2; Bcl-xL primary: 6; CR mimetic SO: 103; AGP1-GFP MLPCN: 96

How did Cc1ccc(-n2c(=O)c(C#N)cc3c(=O)n4ccccc4nc32)cc1C do in these assays?
VLA-4 inh: 12; MEX-5 binding: inconclusive; CIT2-GFP yeast: 85; MCL1 BIM primary: 12; GRK2 aptamer HTS: 0; GLD-1 TGE inh: -5; Bcl-xL primary: 13; CR mimetic SO: 99; AGP1-GFP MLPCN: 68

Results for Cc1ccc(-c2ncccc2OC(=O)C23CC4CC(CC(C4)C2)C3)cc1 ?
VLA-4 inh: 5; MEX-5 binding: -0.7; CIT2-GFP yeast: 107; MCL1 BIM primary: -2; GRK2 aptamer HTS: 0; GLD-1 TGE inh: -1; Bcl-xL primary: -4; CR mimetic SO: 91; AGP1-GFP MLPCN: 105

How did Clc1cc(Cl)cc(C2=NCCC(c3ccccc3)O2)c1 (stereo not given) do in these assays?
VLA-4 inh: -2; MEX-5 binding: 4.1; CIT2-GFP yeast: 114; MCL1 BIM primary: 7; GRK2 aptamer HTS: 0; GLD-1 TGE inh: -2; Bcl-xL primary: 5; CR mimetic SO: 105; AGP1-GFP MLPCN: 92

What do the screens show for `CC(=O)c1cccc(Oc2cc(NN3CCCCC3)c([N+](=O)[O-])cc2[N+](=O)[O-])c1`?
VLA-4 inh: 0; MEX-5 binding: -0.9; CIT2-GFP yeast: 72; MCL1 BIM primary: 0; GRK2 aptamer HTS: 1; GLD-1 TGE inh: 4; Bcl-xL primary: 4; CR mimetic SO: 87; AGP1-GFP MLPCN: 84

Results for O=C(O)c1ccc(NS(=O)(=O)c2cc(Cl)ccc2Cl)cc1 ?
VLA-4 inh: 20; MEX-5 binding: -2.2; CIT2-GFP yeast: 93; MCL1 BIM primary: 4; GRK2 aptamer HTS: 0; GLD-1 TGE inh: -6; Bcl-xL primary: 4; CR mimetic SO: 105; AGP1-GFP MLPCN: 94

Hits appear at their usual frequency; 2.1% or so of the library scored in one or more.
